Source: PubChem BioAssay
BB579 growth dn – growth inhibitors of yeast BB579 in restrictive medium, primary screen, yeast lifespan-shortening project, S. cerevisiae; 140,000 compounds, 0.51% hits; inhibition, % at 10 µM; AID 804, 2007; OD615, 48 h;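 active means inhibition above a set limit, 3 SD over the mean compound inhibition, cut at about 44% in these data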; further: inactives centre near -24
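controls = amphotericin B 10 µg/mL, positive | assay system = DeaD yeast strain BB579 | schedule = 48 h compound exposure at 30 °C after 4 h preincubation | detection = OD615 turbidity measurement | medium = restrictive CSMM-D medium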
E-sel TNF inh – E-selectin induction blockers in HUVEC – imaging, immunofluorescence, high content, primary screen; inhibition, % at 2 µM; 120,000 compounds, 0.71% hits; HUVEC TNFa-induced E-selectin immunofluorescence;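 active means inhibition above the batch mean plus 3 SD, and confirmed as a hit on visual image review, cut at about 43% in these data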;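 further: 0% = TNF-stimulated DMSO wells and 100% = unstimulated control wells; not every result past the cut was called active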
HCT116 PTEN-null – growth suppression of PTEN-null HCT116, primary screen, cell-based, CellTiter-Glo; HCT116 PTEN-null viability, 60 h; stronger effect = lower value; viability, % at 10 µM; 140,000 compounds, 1.2% hits; AID 827, 2007;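 active means viability at or below a set limit, 4 SD under the median of all tested compounds, cut at about 3.7% in these data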;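 further: PTEN knockout HCT116 line with beta catenin targeted HCT116 as companion control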
Yeast life ext – compounds extending yeast replicative lifespan, primary screen, S. cerevisiae, OD615; S. cerevisiae growth with nicotinamide; deaD strain in restrictive glucose medium; inhibition of the nicotinamide effect, % at 10 µM; 130,000 compounds, 0.68% hits;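 active means inhibition above a set limit, placed 3 SD over the median of all compounds, cut at about 26% in these data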;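 further: 0% = nicotinamide-treated wells and 100% = cells grown without nicotinamide; some compounds called inactive have numbers as strong as hits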
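Measured by: optical density (absorbance) at 615 nm; System: modified budding yeast, DeaD strain; Medium: restrictive CSMM-D dextrose medium; Timing: 4 h preincubation then 48 h treatment at 30 °C.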
Phagocyt inh – inhibitors of macrophage phagocytosis, primary screen, imaging, J774A.1 cells, IgG beads | J774A.1 macrophage IgG-bead phagocytosis | inhibition, % at 5 µM | 110,000 compounds, 0.07% hits | AID 1029, 2008;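 active means inhibition above the mean of the plate negative controls plus 5 SD, cut at about 13% in these data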;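 further: phagocytic index as fraction of beads internalized from green versus red external bead signal; plate controls were DMSO negative control for no effect and cytochalasin-D positive control for full effect; some results beyond the cut were filed as inactive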
Measles CPE – compounds protecting cells from measles virus cytopathic effect, primary screen, measles RdRp inhibitor project, single point, MLSMR library, absorbance; 140,000 compounds, 1.5% hits; Measles virus-infected cells, CPE protection; protection (pct of control), % at 4 µM; AID 841, 2007; in the data active means protection mostly above about 24%, no sharp cut-off; inactive means mostly below about 26%; further: some compounds called inactive have numbers as strong as hits
NPY Y2 blocker – NPY-Y2 receptor antagonists, primary screen, cell-based; Neuropeptide Y receptor type 2 (Homo sapiens), P49146; NPY-Y2 expressing cells, antagonist mode; inhibition, % at 2.7 µM; 140,000 compounds, 0.99% hits; in the data active means inhibition above about 17%;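 further: 0% = vehicle with agonist challenge and 100% = reference antagonist with challenge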
Target sequence (P49146 whole entry, looked up): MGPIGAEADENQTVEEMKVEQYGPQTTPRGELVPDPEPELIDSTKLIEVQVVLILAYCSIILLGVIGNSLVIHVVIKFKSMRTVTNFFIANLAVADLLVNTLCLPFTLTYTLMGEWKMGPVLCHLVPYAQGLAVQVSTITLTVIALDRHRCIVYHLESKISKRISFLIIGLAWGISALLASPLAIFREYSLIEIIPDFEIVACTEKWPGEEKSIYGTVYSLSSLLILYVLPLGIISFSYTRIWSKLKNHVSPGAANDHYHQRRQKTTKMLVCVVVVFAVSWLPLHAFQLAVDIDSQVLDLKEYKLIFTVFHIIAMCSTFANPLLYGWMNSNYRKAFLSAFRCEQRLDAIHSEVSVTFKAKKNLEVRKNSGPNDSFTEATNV
MRP1 act – H69AR viability gain despite doxorubicin, primary screen, MRP-1 activator project, H69AR cells, CellTiter-Glo; 140,000 compounds, 0.61% hits; viability increase, % at 10 µM; AID 799, 2007; viability rescue;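 active means viability gain under doxorubicin at or above a set limit, the compound median plus 3 SD, cut at about 4.7% in these data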;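 further: MRP-1 overexpressing cells given doxorubicin 25 µM after compound pretreatment; 18-22 h compound pretreatment then 72 h with doxorubicin before readout; 0% = doxorubicin-only wells and 100% = vehicle-treated cells without doxorubicin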
HCT116 bCat-KO – primary screen for growth suppressors in beta-catenin knockout HCT116 cells (colon tumor, human). HCT116 beta-catenin knockout viability, CellTiter-Glo, 60 h; stronger effect = lower value. viability, % at 10 µM. 140,000 compounds, 1.5% hits. AID 818, 2007;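 active means viability at or under a set limit, the compound median less 4 SD, cut at about 6% in these data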;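 further: 0% = Hyamine 1622 control at 20 µM and 100% = untreated cell control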
GALR2 antag – GALR2 antagonists in receptor-expressing cells, primary screen | Galanin receptor type 2 (Homo sapiens), O43603 | antagonist mode | inhibition, % at 4 µM | 140,000 compounds, 0.39% hits | AID 828, 2007; in the data active means inhibition above about 27%;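 further: cells stimulated with galanin 1-16 at roughly its EC80; 0% = agonist challenge control and 100% = basal control without agonist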
Target sequence (O43603 whole entry, looked up): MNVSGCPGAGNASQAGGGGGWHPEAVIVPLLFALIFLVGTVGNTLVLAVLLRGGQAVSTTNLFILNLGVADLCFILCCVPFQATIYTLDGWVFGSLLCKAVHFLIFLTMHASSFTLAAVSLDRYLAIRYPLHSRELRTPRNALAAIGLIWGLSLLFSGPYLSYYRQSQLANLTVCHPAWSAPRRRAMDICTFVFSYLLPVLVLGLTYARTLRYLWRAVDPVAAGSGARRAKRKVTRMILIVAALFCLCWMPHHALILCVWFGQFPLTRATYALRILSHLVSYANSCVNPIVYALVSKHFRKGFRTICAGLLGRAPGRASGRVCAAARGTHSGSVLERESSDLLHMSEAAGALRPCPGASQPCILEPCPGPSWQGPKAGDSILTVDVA
Active calls of the source: *; . = no result given; & = joins results of further samples.

SMILES	BB579 growth dn	E-sel TNF inh	HCT116 PTEN-null	Yeast life ext	Phagocyt inh	Measles CPE	NPY Y2 blocker	MRP1 act	HCT116 bCat-KO	GALR2 antag
CCOC(=O)N1CCN(C(=O)C(=O)NNC(=O)COc2ccc(Cl)cc2)CC1	-7	.	111	-8	-8	6	3	3.7	97	-7
COc1ccc(NC(=O)c2ccc3c(c2)n(C)c(=O)n3C)cc1	-30	-9	69	-4	.	19	1	-1.8	83	0
Cc1c(NC(=O)C(=O)/C=C(\O)c2ccc(Cl)cc2)c(=O)n(-c2ccccc2)n1C	-41	27	91	79*	-4	3	5	-0.1	97	1
O=C(Nc1cccc(S(=O)(=O)N2CCOCC2)c1)c1cn(-c2ccccc2)nc1-c1ccc(F)cc1	-2	14	58	-1	-7	3	4	-2.9	68	8
COc1cccc(OC)c1C(=O)NC(=S)Nc1cc(-c2nc3ccccc3[nH]2)ccc1Cl	-16	.	65	3	-6	4	4	-1.3	77	3
CCC(=O)N1CCc2cc(S(=O)(=O)NC(Cc3ccccc3)C(=O)Nc3nccs3)ccc21 (stereo not given)	-28	-13	98	7	0	9	8	0.5	100	12
CN1CCN(C(=O)/C=C\C(=O)O)CC1	-17	11	102	4	-8	4	5	-1.6	97	4
CCOC(=O)c1nn(-c2cccc(Cl)c2)c2nc(Nc3ccccc3)cc(=O)n12	-33	.	76	-2	-4	10	1	-1.0	77	-12
CC(=O)c1ccc(-n2c(C)ccc2-c2ccccc2)cc1	5	.	72&78	-19	0	4	8	-1.8	63	-4
C/C(=C\c1ccccc1)CN1CCC(C(=O)N2CCC(C)CC2)CC1	-24	21	88	.	.	13	6	-2.4	92	4
COc1nnc(-c2ccc(N3CCOCC3)c(NC(=O)c3ccc(C)cc3)c2)c2ccccc12	-20	.	60	-14	.	9	1	1.4	71	15
COc1ccc(S(=O)(=O)N2CCC(C(=O)Nc3ccc4c(c3)OCCO4)CC2)cc1OC	-34	-2	92	-5	-1	13	0	-1.1	94	-6
Cc1cc(N2CCN(c3nnnn3-c3ccccc3)CC2)n2ncnc2n1	-10	-54	93	-11	0	18	1	-0.7	101	-3
CCOC(=O)CN(C(=O)Cn1nnc2ccccc21)C(C(=O)NCCOC)c1ccccc1C (stereo not given)	-28	6	99	-6	0	25	2	-1.5	99	-8
CC(C)Oc1ccc(C(=O)Nc2ccc(N(C)C)cc2)cc1	-40	21	73	-11	1	11	4	1.3	65	14
O=C(Nc1ccccc1-c1ccccc1)C1CCCCC1	-11	.	101	-3	-13	6	5	0.6	92	3
COc1ccc(N2CCN(C(=S)Nc3cc(C)ccc3C)CC2)cc1	-22	20	85	25	.	10	3	-0.8	82	4
Cc1nc2c3ccccc3[nH]c(=O)n2n1	-34	-43	96	.	.	68*	1	-1.6	101	4
Cc1ccc2cc(C#N)c(N3CCCN(S(=O)(=O)c4ccc(F)cc4)CC3)nc2c1	-8	23	73	.	.	1	3	3.0	77	-1
CN(C(=O)CSc1nc(-c2ccccc2)cs1)C1CCS(=O)(=O)C1 (stereo not given)	-3	-5	109	-12	-2	9	3	-1.6	100	-6
CCc1cc2c(-c3ccccc3)cc(=O)oc2cc1OC(=O)c1cccs1	-28	.	97	-3	2	13	3	-1.0	97	7
O=C(NCC(c1cccnc1)N1CCN(c2ccccc2)CC1)c1ccc2c(c1)OCO2 (stereo not given)	-29	6	37	-16	.	5	1	-0.1	68	2
CC1(C)CC(=O)c2cnc(NCc3ccco3)nc2C1	-49	-45	117	7	-1	12	2	-0.8	101	4
Cn1c(=O)[nH]c(=O)c2c1nc(Br)n2CCOc1ccccc1	-14	14	68	-23	0	6	0	-3.1	78	7
Cc1cc(C)c2cccc(NC(=S)NC(=O)c3ccccc3)c2n1	-6	-2	77	13	1	15	2	-1.4	88	1

Further structures follow.
SMILES	BB579 growth dn	E-sel TNF inh	HCT116 PTEN-null	Yeast life ext	Phagocyt inh	Measles CPE	NPY Y2 blocker	MRP1 act	HCT116 bCat-KO	GALR2 antag
Cc1cc(NC(=O)COc2cccc3cccnc23)no1	-26	8	85	.	.	7	7	-0.9	91	8
CCC(c1nc2ccccc2c(=O)n1-c1cccnc1)N1C(=O)c2ccccc2C1=O (stereo not given)	-34	-8	109	6	-1	9	2	0.2	109	2
COC(=O)c1c(NC(=O)COC(=O)c2ccc(C)s2)sc2c1CCCCC2	-26	.	52	1	-3	12	3	-3.2	45	-11
O=C(COC(=O)C12CC3CC(CC(C3)C1)C2)Nc1ccc(OC(F)F)cc1	-88	-9	102	15	2	3	0	3.3	98	6
O=C(COc1ccccc1)NCCSCc1ccco1	5	9	91	-6	-1	3	2	-2.5	98	9
CCc1cccc2cc3c(N)c(C(=O)Nc4ccc(S(=O)(=O)N5CCCC5)cc4)sc3nc12	-21	.	70	7	-3	5	-1	-4.6	78	12
Cc1ccc(N2CC(C(=O)N3CCN(c4ccccc4)CC3)CC2=O)cc1 (stereo not given)	-15	23	95	-3	-3	10	4	-2.1	106	8
COc1cc2c(cc1NC(=O)c1ccc3c(c1)OCO3)oc1ccccc12	-26	-43	95	-9	-1	15	8	-0.7	102	-14
Cc1noc2ncnc(Oc3ccc(F)cc3)c12	-13	-18	94	-1	-1	8	2	-1.1	88	0
CN(CC(=O)N1CCCc2c1c(=O)oc1ccc(O)cc21)Cc1ccccc1	19	-7	91	-17	1	4	4	-3.3	100	6
O=C(CSc1nnc(C2CCCCC2)n1-c1ccccc1)NCc1ccco1	-52	.	97	-10	-2	9	4	-1.3	111	2
CCN(Cc1ccncc1)S(=O)(=O)c1ccc(C(C)=O)cc1	-82	-38	22	-4	1	7	2	-1.4	10	19
CC(Sc1cccc(C(F)(F)F)c1)C(=O)NC(N)=O (stereo not given)	-42	.	98	.	2	11	.	-1.3	92	.
CCOC(=O)CCCSc1nc2sc(C)c(C)c2c(=O)[nH]1	12	0	94	-6	-1	4	6	-0.3	105	-4
O=[N+]([O-])c1ccc(Sc2cccc3cccnc23)c([N+](=O)[O-])c1	-47	-9	2.2*	14	0	13	2	-2.2	1.6*	2
O=C(NCCc1ccccn1)c1cc(C(=O)C2CCCCC2)c[nH]1	-3	12	114	-1	.	16	0	-3.5	111	-4
CC(NS(=O)(=O)c1ccccc1)C(=O)NCc1ccco1 (stereo not given)	-19	8	73	-7	0	16	3	-3.3	79	7
N#C/C(=C\c1cn(Cc2ccc(F)cc2)c2ccccc12)C(=O)NCc1ccco1	-20	.	95	2	4	12	18*	-1.7	94	2
Cc1ccc(C(=O)N2CCN(C(=O)N3CCOCC3)CC2)cc1	-24	6	102	0	-1	9	2	-1.6	93	-3
O=C(Nc1ccc(Br)cc1F)c1ccncc1	-31	-11	87	-10	.	19	0	-1.9	90	-1
Cc1csc(NC(=O)Cc2coc3cc(C)c(C(C)C)cc23)n1	83*	15	55	-18	0	55	2	-0.9	55	-2
Cn1ncc(C#N)c1/N=C/N1CCCCCC1	-24	8	87	-9	-3	6	-2	-2.6	97	8
Cc1nn(-c2ccccc2)c(Cl)c1/C=N/Nc1ccc(Cl)c(C(=O)O)c1	-39	.	91	-7	-17	19	2	-1.2	93	11
COc1ccc(NC(=O)CSc2nc3ccccc3c(=O)n2-c2ccc3c(c2)OCO3)c(OC)c1	-38	-26	76	-7	-2	3	-2	-1.8	62	2
N=C1/C(=C\c2ccc(SCc3ccco3)o2)C(=O)N=C2SC=NN12	-59	-22	96	3	.	15	2	-3.6	94	-11

Reprinted at random: 2 records from the list
SMILES	BB579 growth dn	E-sel TNF inh	HCT116 PTEN-null	Yeast life ext	Phagocyt inh	Measles CPE	NPY Y2 blocker	MRP1 act	HCT116 bCat-KO	GALR2 antag
Cn1ncc(C#N)c1/N=C/N1CCCCCC1	-24	8	87	-9	-3	6	-2	-2.6	97	8
O=C(COc1ccccc1)NCCSCc1ccco1	5	9	91	-6	-1	3	2	-2.5	98	9

Following part.
SMILES	BB579 growth dn	E-sel TNF inh	HCT116 PTEN-null	Yeast life ext	Phagocyt inh	Measles CPE	NPY Y2 blocker	MRP1 act	HCT116 bCat-KO	GALR2 antag
CC1(C)NC(=O)N(CCOc2cccc(Oc3ccccc3)c2)C1=O	-17	-77	95	-3	-1	8	2	-0.5	97	14
Cc1ccc(-c2cn3cc([N+](=O)[O-])ccc3n2)cc1	-3	.	65	-7	-1	3	2	-3.0	64	13
Cc1onc(-c2c(F)cccc2Cl)c1C(=O)Nc1c(C)n(C)n(-c2ccccc2)c1=O	-37	.	104	-4	-2	1	0	-1.1	94	-1
CCCC(=O)Nc1cccc(NC(=O)c2cccc([N+](=O)[O-])c2C)c1	-11	-12	97	17	0	8	3	-2.7	98	8
CCc1ccc(-c2cn(-c3nc(C)cc(C)n3)c(=N)o2)cc1	-28	3	61	-6	-2	9	6	-2.9	70	4
CN(Cc1ccccc1)S(=O)(=O)c1ccc(NS(C)(=O)=O)cc1	-28	-24	97	9	-1	7	3	-3.2	94	-9
O=c1[nH]c(C2CCCN(S(=O)(=O)c3ccccc3)C2)nc2c1nnn2Cc1ccccc1 (stereo not given)	-35	-4	88	-3	2	5	4	5.3*	98	4
Fc1ccc(-c2cc(-c3nnc4n3CCCCC4)c3ccccc3n2)cc1	-43	.	86	-3	-8	10	4	-1.3	92	-1
COc1ccccc1C(=O)N1CC2(C)CC1CC(C)(C)C2 (stereo not given)	2	-14	85	.	.	17	2	-2.1	90	1
COc1ccc(Cn2c(CCC(=O)O)nc3cccnc32)cc1	-26	.	98	1	2	4	2	-0.7	103	0
COCCCn1c(SCc2cccc(C(F)(F)F)c2)nc2cc(OC)c(OC)cc2c1=N	-5	-9	72	-22	.	6	-1	-6.2	70	7
CN(C)c1nc(C(=O)OCCO)nc(N(C)C)n1	-27	18	100	-11	-1	2	-1	-0.7	97	2
COc1ccc(-n2c(C)cc(C(=O)CN3C(=O)NC4(CCc5ccccc54)C3=O)c2C)cc1 (stereo not given)	-12	.	70	15	-7	5	-1	-1.1	70	3
O=[N+]([O-])c1cc(C(F)(F)F)ccc1NCCc1c[nH]c2ccccc12	4	24	60	-5	1	27	-1	-1.2	55	3
COc1ccc(/C=C/C(=O)Nc2cc(S(=O)(=O)N3CCCCC3)ccc2N2CCCCC2)cc1OC	-14	18	94	0	-5	3	3	-2.0	99	-4
CNc1nc(C)c(C#N)c(-c2ccccc2)c1C(C)=O	-56	17	100	-12	-1	6	3	-1.6	91	-2
Cc1c(NC(=O)CSc2ccc(Cl)cc2)cccc1-c1nc2ncccc2o1	-39	-59	72	-27	0	5	14	6.2*	88	-10
CCOc1ccccc1N1CCN(C(=O)c2ccc3[nH]c4c(c3c2)CCCC4)CC1	-20	.	75	4	4	7	4	-1.0	77	6
CC1(c2ccc3ccccc3c2)NC(=O)N(CC(=O)NCc2cccs2)C1=O (stereo not given)	-20	1	86	-4	-4	4	1	1.6	83	-2
